# Screens: PubChem BioAssay, several laboratories
# TRPC6 act – mouse TRPC6 channel activation. HEK293-TRPC6 membrane potential dye fluorescence; hits give high values. Q61143. 310,000 compounds, 0.13% hits. B-score at 10 µM. AID 2550;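 active means B-score of the integrated fluorescence ratio above library mean plus 3 SD, and starting fluorescence ratio within library mean plus 5 SD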;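 further: higher score means more depolarization so channel activation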
# SKKanGAS inh – blocks kanamycin growth of S. pyogenes SKKanGAS strain; 300,000 compounds, 1.3% hits; AID 1662; BacTiter-Glo, 6 h; inhibition, % at 7.5 µM;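 active means mean replicate score, as percent of positive control median, at least 50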;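 further: strain carries kanamycin resistance gene driven by streptokinase promoter and grows in 40 µg/ml kanamycin; loss of luminescence reflects streptokinase promoter inhibition or plain growth inhibition; 0% = median of DMSO wells and 100% = positive control at its reference dose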
# TRPC4 act – TRPC4 (mouse) channel activation. Q9QUQ5. HEK293 TRPC4beta/mu-opioid, Fluo4 calcium fluorescence; hits give high values. B-score at 10 µM. 310,000 compounds, 0.49% hits. AID 2237;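 active means B-score above 5 SD of library B-scores, and initial fluorescence ratio not above library mean plus 5 SD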;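 further: positive B-score marks a calcium rise read as TRPC4 activation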
#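 Incubation: 45 min room-temperature Fluo4 loading, 110 s read / System: HEK293 cells stably co-expressing mouse TRPC4beta and mu-opioid receptor / Signal: Fluo4 fluorescence, kinetic / Control set: buffer (low) and maximal DAMGO (high) / Measure: integrated baseline-normalised fluorescence ratio, converted to per-well B score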
# MrgX1 agonist – human MrgX1 receptor agonism, primary screen; B-score at 10 µM; Q96LB2; 310,000 compounds, 0.44% hits; AID 588627; MrgX1-HEK293 cells, Fluo-4 calcium fluorescence, agonist mode; hits give high values;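 active means calcium response B-score plate-corrected fluorescence ratio at least 3 library SD, with starting fluorescence B-score inside 5 SD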
# Target sequence (Q96LB2 whole entry, looked up): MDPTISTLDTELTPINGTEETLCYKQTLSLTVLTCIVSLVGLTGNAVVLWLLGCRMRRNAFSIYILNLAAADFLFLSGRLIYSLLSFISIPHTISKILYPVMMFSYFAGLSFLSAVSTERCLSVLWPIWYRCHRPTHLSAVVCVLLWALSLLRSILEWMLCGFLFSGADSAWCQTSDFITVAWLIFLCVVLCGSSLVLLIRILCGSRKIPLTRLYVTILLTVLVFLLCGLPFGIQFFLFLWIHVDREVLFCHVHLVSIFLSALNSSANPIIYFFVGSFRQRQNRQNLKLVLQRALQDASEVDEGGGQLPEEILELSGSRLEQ
#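 System: HEK293 cells stably expressing human MrgX1 receptor; Dosing: test compound in the initial addition of three; Schedule: overnight plating, then 30 min 37 °C plus 30 min room-temperature dye loading; Detection: kinetic calcium dye fluorescence, Fluo-4 NW; Controls: per-plate positive and negative controls for Z′ factor.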
# MrgX1 PAM – allosterically activates human MrgX1 receptor signaling; Q96LB2; MrgX1-HEK293, Fluo-4 calcium flux, FDSS; hits give high values; B-score at 10 µM; 310,000 compounds, 0.63% hits;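 active means plate-corrected calcium response at least 3 library SD above typical, normal starting fluorescence, not activating the receptor alone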;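 further: compound read alongside a low EC10 to EC30 dose of BAM8-22 agonist; peak minus trough fluorescence over baseline measured at the second addition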
# ANO1 block – mouse TMEM16A channel inhibition, primary screen; Q8BHY3; HEK293 TMEM16A/YFP iodide influx fluorescence, ionomycin; normalized B-score (activity score, 25-100; higher = stronger inhibition) at 10 µM; 310,000 compounds, 1.2% hits; AID 588511;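 active means ratio plate-corrected score three or more library SD toward inhibition, starting fluorescence score within five deviations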;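 further: score derived from kinetic fluorescence span divided by baseline fluorescence per well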
# MrgX1 antagonist – human MrgX1 receptor antagonism, primary screen | Q96LB2 | MRGX1-HEK293 calcium flux, Fluo-4, BAM8-22 antagonism; hits give low values | B-score at 10 µM | 310,000 compounds, 1.3% hits | AID 588676;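 active means calcium-response B-score plate-corrected more than 3 library SD below zero, starting fluorescence within 5 deviations, no agonist response on first addition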;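 further: peak minus trough fluorescence over baseline after final BAM8-22 challenge near maximal dose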
# TRPC4 potent – allosterically enhances the mouse TRPC4 cation channel | HEK293 TRPC4beta/mu-opioid, DAMGO EC20, Fluo-4 Ca2+ flux; hits give high values | B-score at 10 µM | 310,000 compounds, 0.42% hits | AID 2227;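 active means B-score of calcium response area above 5 SD of library B-scores, with initial fluorescence ratio within 5 SD of library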;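 further: B-score of integrated fluorescence ratio over time as area under calcium response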
# TRPC6 inhibitor – mouse TRPC6 channel inhibition. Q61143. HEK293-TRPC6, membrane potential dye, ACh-evoked depolarization; hits give low values. B-score at 10 µM. 310,000 compounds, 1.1% hits. AID 2553;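 active means B-score under library mean minus 3 SD, initial fluorescence not abnormally high, positive integrated signal ratio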;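 further: B-score derived from integrated fluorescence ratio over the kinetic read; more negative B-score means stronger inhibition of depolarization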
# TMEM16A act – activates or potentiates the mouse TMEM16A chloride channel; HEK293 TMEM16A/YFP-H148Q/I152L, iodide quench fluorescence; hits give low values; 340,000 compounds, 0.3% hits; Q8BHY3; AID 623877; B-score at 10 µM;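 active means fluorescence-ratio B-score plate-corrected deviation score at least 3 library SD below zero, with starting fluorescence score within 5 deviations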;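 further: channel opened by trigger with iodide after compound preincubation; score built on the fluorescence ratio of max minus min over baseline; more negative score means more quench and so TMEM16A activation or potentiation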
# TRPC4 block – blocks the mouse TRPC4 cation channel. HEK293 TRPC4beta/mu-opioid, DAMGO-evoked Fluo4 calcium flux; hits give low values. 300,000 compounds, 0.39% hits. B-score at 10 µM. Q9QUQ5. AID 2247;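 active means B-score over 3 SD under the library average, no early fluorescence shift, positive overall ratio signal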
#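 Assay system: TRPC4beta/mu-opioid receptor HEK293 cell line; compound dosing: single concentration per test compound; detection: Fluo4 Ca2+ flux fluorescence; evaluation: per-well B score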
# * hit, by the source's call; i = inactive; · = no result given.
No.	Structure	TRPC6 inhibitor	TRPC4 block	TRPC6 act	MrgX1 PAM	TRPC4 potent	MrgX1 agonist	TRPC4 act	TMEM16A act	MrgX1 antagonist	ANO1 block	SKKanGAS inh
1	CC(NC(=O)Oc1ccccc1)C(c1cccs1)N1CCOCC1 (stereo not drawn)	i	i	i	i	i	i	i	i	i	i	-6
2	CSC(=Nc1ccccc1)c1c(O)n(C)c(=O)n(C)c1=O	i	i	i	i	i	i	i	i	i	i	-7
3	CCCCOc1ccc(CCN)cc1Cl	-6.4*	i	i	i	14*	i	i	i	i	i	5
4	O=C(c1cccc(N2CCCC2=O)c1)N1CCC2(CC1)OCCO2	i	i	i	i	i	i	i	i	i	i	-4
5	COC(=O)c1ccccc1N=Cc1c(O)[nH]c(=S)[nH]c1=O	i	i	i	i	i	i	i	i	i	i	-1
6	Cc1cc2oc(=O)cc(-c3cc4ccccc4o3)c2cc1OC(=O)N(C)C	i	i	i	i	i	i	i	i	i	i	1
7	CC(C)Oc1ccc(CC2(CCc3ccncc3)C(=O)NC(=O)NC2=O)cc1	i	i	i	i	i	i	i	i	i	i	5
8	CCCCC/C(=N/O)c1c(C)[nH]c2ccccc12	i	i	i	i	i	i	i	i	i	i	-12
9	CN1C(=O)N(C)C(=O)C(CCc2ccccn2)(CCc2ccccn2)C1=O	i	i	i	i	i	i	i	·	i	i	-1
10	COC(=O)C1=C(c2ccc(S(C)(=O)=O)cc2)C[C@@H]2CC[C@H]1N2C(=O)NC1CCCCC1	i	·	i	i	i	i	i	i	i	i	0
11	COC(=O)C1=C(c2ccccc2)C[C@@H]2CC[C@H]1N2C(=O)NCCO	i	·	i	i	i	i	i	i	i	i	0
12	CCCCn1c(=O)c(C(=O)Nc2ccccc2S(N)(=O)=O)c(O)c2ccccc21	i	i	i	i	i	i	i	i	i	i	5
13	COc1cccc(-n2nc(C(=O)N3CCC4(CC3)OCCO4)c3ccccc3c2=O)c1	·	·	·	i	·	i	·	i	i	i	·
14	O=c1[nH]cc(COCC(F)(F)C(F)(F)C(F)(F)F)c(=O)[nH]1	i	i	i	i	i	i	i	i	i	i	-1
15	Cc1cc(/C=C2/C(=O)NC(=O)N(C)C2=O)c(C)n1-c1ccccc1	i	i	i	i	i	i	i	i	i	i	-2
16	C=CCN1C(=O)/C(=C\c2ccc(N3CCOCC3)o2)C(=O)NC1=S	i	i	i	i	i	i	i	i	i	i	-4
17	Cc1ccc(-c2cc(C(F)F)n3ncc(C(=O)N4CCC5(CC4)OCCO5)c3n2)cc1	i	i	i	i	i	i	i	i	i	i	-2
18	Cc1ccc(Cn2ccccc2=N)cc1	i	i	i	i	i	i	i	i	i	i	1
19	Cc1c(C(=O)N2CCC3(CC2)OCCO3)sc2ncnc(N3CCc4ccccc4C3)c12	i	i	i	i	i	i	i	i	i	i	-6
20	O=C1OCCC1NC1=NCCC1 (stereo not drawn)	i	i	i	i	i	i	i	i	i	i	2
21	O=C1CC(=O)N(c2cccc(C(F)(F)F)c2)C(=O)N1	i	i	i	i	i	i	i	i	i	i	4
22	Cc1cccc(NC(=O)N2C[C@H]3C[C@@H](C2)c2cccc(=O)n2C3)c1	i	i	i	i	i	i	i	i	i	i	6
23	COc1ccc(/C=C/C2=CCN(C)CC2)cc1	i	i	i	i	i	i	i	i	i	i	-21
24	CC(C)CCC1(CN2CCCC2=O)C(=O)NC(=O)NC1=O	i	i	i	i	i	i	i	i	i	i	-3
25	C[N+]12CCC(CC1)C(OC(=O)C(O)(c1ccccc1)c1ccccc1)C2 (stereo not drawn)	-8.8*	i	i	i	i	i	i	i	i	i	-2
26	O=C(C[n+]1ccn(CCCNP2(=O)C=C(c3ccccc3)OC(c3ccccc3)=C2)c1)c1ccccc1	i	i	i	i	i	i	i	i	i	i	5
27	COc1ccccc1CCNC1C2CC3CC(C2)CC1C3 (stereo not drawn)	i	i	i	i	i	i	i	i	i	i	17
28	Oc1ccc(/C=N/NP(=S)(c2ccccc2)c2ccccc2)cc1	i	i	i	i	i	i	i	i	i	i	8
29	CCOP(=S)(OCC)SCC(=O)NC(C)(CC)C(=O)O (stereo not drawn)	i	i	i	i	i	i	i	i	i	i	-9
30	COc1ccc(-n2c(O)c(/C=C3\C=Nc4ccc(Br)cc43)c(=O)[nH]c2=O)cc1	i	i	i	i	i	i	i	i	i	i	6
31	COC(=O)c1c(C)n(Cc2ccco2)c2ccc(O)cc12	i	i	i	i	i	i	i	i	i	i	-2
32	O=[N+]([O-])O[C@H]1CO[C@H]2[C@@H]1OC[C@H]2O[N+](=O)[O-]	·	·	·	i	·	i	·	i	i	i	·
33	Clc1ccccc1N1CCN(Cc2ccc3c(c2)OCO3)CC1	i	i	i	i	i	i	i	i	i	i	23
34	O=C(C[N+]12CCC(CC1)C(CO)C2)c1ccc(Br)cc1 (stereo not drawn)	i	i	i	i	i	i	i	i	i	i	-2
35	CSc1ccc(C(=O)C2CCCN(C)C2)cc1 (stereo not drawn)	i	i	i	i	i	i	i	i	i	i	1
36	CCn1c(=O)n(CC(=O)N2CCC3(CC2)OCCO3)c(=O)c2ccccc21	i	i	i	i	i	i	i	i	i	i	-9
37	O=C(CCC(=O)N1C[C@H]2C[C@@H](C1)c1cccc(=O)n1C2)NCc1ccccc1	i	i	i	i	i	i	i	i	i	i	-1
38	Cc1ccc2c(c1)C1CN(C)CCC1N2C(=O)c1cccs1 (stereo not drawn)	i	i	i	i	i	i	i	i	i	i	-1
39	CCN(CC)CCN=C(C)c1c(O)n(-c2ccccc2OC)c(=O)[nH]c1=O	i	·	i	i	i	i	i	i	i	i	2
40	Cc1ccc(-n2c(O)c(C=Nc3ccc(Br)cn3)c(=O)[nH]c2=O)cc1	i	i	i	i	i	i	i	i	i	i	-9
41	NP(=O)(Oc1ccc(Cl)cc1)Oc1ccc(Cl)cc1	i	i	i	i	i	i	i	i	i	i	2
42	O=[N+]([O-])c1cccc2c([As](=O)(O)O)cccc12	i	i	i	i	i	i	i	i	i	i	2
43	CCNC(=O)NC(=O)C(C)OC(=O)c1c(C)nn(Cc2ccccc2Cl)c1Cl (stereo not drawn)	i	i	i	i	i	i	i	i	i	i	-7
44	c1ccc(-c2nnc(C3CC(c4cccnc4)=NO3)o2)cc1 (stereo not drawn)	i	i	i	i	i	i	i	i	i	i	-2
45	CC1(C)CC(=O)C(C=NCCN2CCN(C(=O)Cc3ccccc3)CC2)=C(O)C1	i	i	i	i	i	i	i	i	i	i	3
46	S=P(Nn1cnnc1)(c1ccc(Br)cc1)c1ccc(Br)cc1	i	i	i	i	i	i	i	i	i	i	13
47	Cc1nn(Cc2ccccc2)c(C)c1C=C1C(=O)NC(=O)NC1=O	i	i	i	i	i	i	i	i	i	i	1
48	O=C(COc1ccc2ccc(=O)oc2c1)N1CCC(C(=O)O)(c2ccccc2)CC1	i	i	i	i	i	i	i	i	i	i	4

# Part of the list above in order of length of the SMILES, largest number first:
No.	Structure	TRPC6 inhibitor	TRPC4 block	TRPC6 act	MrgX1 PAM	TRPC4 potent	MrgX1 agonist	TRPC4 act	TMEM16A act	MrgX1 antagonist	ANO1 block	SKKanGAS inh
45	CC1(C)CC(=O)C(C=NCCN2CCN(C(=O)Cc3ccccc3)CC2)=C(O)C1	i	i	i	i	i	i	i	i	i	i	3
40	Cc1ccc(-n2c(O)c(C=Nc3ccc(Br)cn3)c(=O)[nH]c2=O)cc1	i	i	i	i	i	i	i	i	i	i	-9
44	c1ccc(-c2nnc(C3CC(c4cccnc4)=NO3)o2)cc1 (stereo not drawn)	i	i	i	i	i	i	i	i	i	i	-2

# Additional results
No.	Structure	TRPC6 inhibitor	TRPC4 block	TRPC6 act	MrgX1 PAM	TRPC4 potent	MrgX1 agonist	TRPC4 act	TMEM16A act	MrgX1 antagonist	ANO1 block	SKKanGAS inh
49	CSc1ccc(C(=O)C2CCCN(Cc3cccnc3)C2)cc1 (stereo not drawn)	i	i	i	i	i	i	i	i	i	i	-17
50	O=c1[nH]c(=S)n(-c2cccc(Cl)c2)c(O)c1C=NCCN1CCNCC1	i	i	i	i	i	i	i	i	i	i	0
51	O=[N+]([O-])c1ccc(N2CCCCCC2)c2ncccc12	i	i	i	i	i	i	i	i	i	25*	18
52	CN=C(SCc1cc2c(cc1Cl)OCO2)c1c(O)n(C)c(=O)n(C)c1=O	i	i	i	i	i	i	i	i	i	i	0
53	CCN1CCc2ccccc2C1	i	i	i	i	i	i	i	i	i	i	-6
54	COC(=O)C1=C(c2cccc(OC)c2OC)C[C@@H]2CC[C@H]1N2C(=O)NCc1ccccc1	i	i	i	i	i	i	i	i	i	i	-1
55	Cc1cccc(C)c1OP(N)(=O)Oc1c(C)cccc1C	i	i	i	i	i	i	i	i	i	i	-4
56	O=Cc1c(C(=O)O)n(Cc2ccc(Cl)cc2)c2ccccc12	i	i	i	i	i	i	i	i	i	i	1
57	OC1(c2ccc(F)cc2)CC2CCC(C1)N2Cc1nnnn1C1CCCCC1 (stereo not drawn)	i	i	i	i	i	i	i	i	i	i	20
58	CCC(=NCCCN(CC)CC)c1c(O)n(C2CCCCC2)c(=O)[nH]c1=O	i	i	i	i	i	i	i	i	i	100*	2
59	CCc1cc2c(N3CCN(C)CC3)ncnc2s1	i	i	i	i	i	i	i	i	i	i	-2
60	Oc1cccc(/C=N/NP(=S)(c2ccccc2)c2ccccc2)c1	i	i	i	i	i	i	i	i	i	i	5
61	CCCCCCN1CCN(c2ccccc2Cl)CC1	i	i	i	i	i	i	i	i	i	i	2
62	O=C1CN(O)C(c2ccccc2)=c2cc(Br)ccc2=N1	i	i	i	i	i	i	i	i	i	i	1
63	CCOc1ccc(NC(=O)CCNC(=O)N2C[C@H]3C[C@@H](C2)c2cccc(=O)n2C3)cc1	i	i	i	i	i	i	i	i	i	i	-3
64	COc1ccccc1-n1c(-c2ccoc2)nc2ccccc2c1=O	i	i	i	i	i	i	i	i	-4.7*	i	·
65	O=C(c1cnn2c(C(F)(F)F)cc(-c3ccccc3)nc12)N1CCC2(CC1)OCCO2	i	i	i	i	i	i	i	i	i	i	1
66	Cc1cc(OCc2cc(C(=O)O)oc2C)c2c3c(c(=O)oc2c1)CCCC3	i	i	i	i	i	i	i	i	i	i	22

# A portion of the library; rates above refer to the full screens.
